Source: PubChem BioAssay (National Center for Advancing Translational Sciences (NCATS))
KB-3-1 tox: qHTS assay for MDR1-selective chemotherapeutics: Primary screen using the parental adenocarcinoma cell KB-3-1; KB-3-1 viability, CellTiter-Glo ATP luminescence, 72 h; Potency, µM (highest dose often 46.1 µM), inactives show at the top dose activity change, negative = cytotoxic, usual class: cytotoxic; 1.4% of 400,000 active; AID 1347075, 2019; also: potency is read from the fitted curve at half-maximal effect; % is scaled to controls: 0 for no effect and ±100 for the full control effect; nearly all actives have a fitted effect of over 60% in size
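Multi-concentration cytotoxicity screen in KB-3-1 cells grown in DMEM lacking phenol red with 10% FBS. After 72 h at 37 °C with compound, ATP-dependent luminescence was recorded.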
D3 ag: qHTS of D3 Dopamine Receptor Agonist: qHTS. D(3) dopamine receptor (Homo sapiens), P35462. max activation, %. AID 652048, 2013. 0.58% of 410,000 active. D3R DiscoveRx beta-arrestin cells, luminescence, 90 min; in the data active = max activation above about 30%; also: 0% is about no effect; mostly tested at two doses, the higher about 12 µM
Target sequence (P35462 whole entry, looked up): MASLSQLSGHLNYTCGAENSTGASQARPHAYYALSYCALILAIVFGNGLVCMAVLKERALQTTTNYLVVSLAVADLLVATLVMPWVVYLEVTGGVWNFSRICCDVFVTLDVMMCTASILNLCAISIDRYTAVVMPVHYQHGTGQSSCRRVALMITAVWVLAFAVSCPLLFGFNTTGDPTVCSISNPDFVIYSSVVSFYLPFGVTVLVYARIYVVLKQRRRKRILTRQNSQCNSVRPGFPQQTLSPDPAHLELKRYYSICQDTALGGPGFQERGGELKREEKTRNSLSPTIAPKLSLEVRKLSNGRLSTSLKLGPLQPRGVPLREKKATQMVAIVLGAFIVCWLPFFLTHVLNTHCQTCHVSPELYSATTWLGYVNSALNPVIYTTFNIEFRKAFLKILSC
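Cells at 1500/well, incubated overnight, then treated with pinned compounds (dopamine as control) for 90 min at 37 degrees C. DiscoveRx reagent added for 30 - 60 minutes at room temperature; luminescence read.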
IL-1B inflam inh: qHTS for Inhibitors of Inflammasome Signaling: IL-1-beta AlphaLISA Primary Screen. THP-1 LPS/ATP IL-1B secretion, AlphaLISA, 16 h; active compounds read low. activity change, % at 57.5 µM. 4.7% of 360,000 active; in the data active = activity change below about -50%; inconclusive = mostly about -30% to -49%; also: % is scaled to controls: 0 for no effect and ±100 for the full control effect
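Secreted IL-1B measured by AlphaLISA bead assay after 16 h compound exposure of THP-1 cells; compounds (final up to 57.5 uM) added 1 h before LPS (250 ng/mL) and ATP (1.25 mM) stimulation; lower signal means less secretion.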
HT1080-NT tox: qHTS for induction of synthetic lethality in tumor cells producing 2HG: qHTS for the HT-1080-NT fibrosarcoma cell line | HT-1080-NT fibrosarcoma viability, CellTiter-Glo ATP luminescence, 48 h | Potency, µM (highest dose often 46.1 µM), without a hit: at the highest dose activity, negative = less viability, most hits filed as cytotoxic | 1.6% of 360,000 active;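 also: NT is the 2HG producing partner of a matched IDH1 knockdown line; potency is read from the fitted curve at half-maximal effect; 0% = DMSO-treated cells and -100% = media-only wells without cells; nearly all actives have a fitted effect of over 55% in size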
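Fibrosarcoma NT cells, 750 per well in 5% FBS RPMI, were exposed to compound for 48 hours. Viability: CellTiter-Glo luminescence.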
SW480 rereplic: A quantitative high throughput screen for small molecules that induce DNA re-replication in SW480 colon adenocarcinoma cells; SW480 DNA re-replication, Hoechst DNA content imaging, 48 h; Potency, µM (top dose mostly 46.1 µM), without a hit: at the top dose re-replication activation, actives largely listed as activators; 1.8% of 340,000 active; AID 624297, 2012; also: potency is read from the fitted curve at half-maximal effect; % of control where 0% means no effect; nearly all actives have a fitted effect of over 55% in size
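Compounds, transferred as 23 nL by pin tool, were incubated with cells for 48 hr; DNA content per nucleus was then quantified by Hoechst staining and fluorescence plate imaging.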
HEK293 tox: qHTS of GLP-1 Receptor Inverse Agonists: Cytotox Screen; 0.13% of 410,000 active; Potency, µM (series often up to 38.3 µM), for inactives: at the highest dose activity change, negative = inhibition, hits mostly inhibitors; HEK293 cAMP-luciferase reporter cells, luminescence, 24 h;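 also: loss of luciferase light is scored as toxicity; potency is read from the fitted curve at half-maximal effect; % is scaled to controls: 0 for no effect and ±100 for the full control effect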
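1536-well qHTS counterscreen of the MLSMR; 200 cells/uL, 12 h pre-incubation, 23 nL cpd, 24 h at 37 deg C 5% CO2, luciferase detection reagent, 12 min RT, luminescence. Inhibition = undesired.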
HT1080 IDH1KD tx: qHTS for induction of synthetic lethality in tumor cells producing 2HG: qHTS for the HT-1080-IDH1KD cell line | Potency, µM (doses to about 46.1 µM), without a hit: at the highest dose activity, negative = toxicity, actives largely listed as cytotoxic | HT-1080 IDH1 knockdown viability, ATP luminescence, 48 h | 2% of 360,000 active | AID 686971, 2013;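 also: potency is read from the fitted curve at half-maximal effect; 0% = DMSO wells and -100% = cell-free medium wells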
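Luminescent ATP read-out (CellTiter-Glo, 10 min at room temperature) after 48 h compound exposure at 37 °C gave viability of IDH1-knockdown HT-1080 cells. Activity was normalised to DMSO and cell-free wells, then fitted as concentration-response curves.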
KB-V1 MDR tox: qHTS assay for MDR1-selective chemotherapeutics: Primary screen using the drug-selected MDR subline cells KB-V1 | Potency, µM (titrated, usually from 46.1 µM), for inactives: at the highest dose activity change, negative = cytotoxicity, most hits filed as cytotoxic | 3.4% of 400,000 active | KB-V1 MDR cells viability, CellTiter-Glo, 72 h; also: potency is read from the fitted curve at half-maximal effect; % is scaled to controls: 0 for no effect and ±100 for the full control effect; nearly all actives have a fitted effect of over 60% in size
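Drug-selected KB-V1 cells, grown in DMEM lacking phenol red with 10% FBS, receive compound titrations; after three days at 37 degrees C, surviving cell ATP is quantified by CellTiter-Glo luminescence and responses normalized and curve-fitted.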
MCF10A rerep: A quantitative high throughput screen for small molecules that induce DNA re-replication in MCF 10a normal breast cells. 2.9% of 350,000 active. MCF 10A DNA re-replication, Hoechst nuclear intensity, 48 h. Potency, µM (doses to about 46.1 µM), inactives show top-dose activity, positive = re-replication, hits mostly activators. AID 624296, 2012; also: potency is read from the fitted curve at half-maximal effect; % of control where 0% means no effect; nearly all actives have a fitted effect of over 50% in size
* = called active by the depositor; [ ] = another dose, or the depositor's remark. Unless noted, calls follow the shape of the dose curve; as a rule, active = well fitted curve in the direction sought with a large enough effect; inconclusive = small, poorly fitted or top-dose-only effect, or another doubt; inactive = no such curve, though single readings can be large; an effect the other way counts as inactive or inconclusive. Hits appear at their usual frequency; about 11% have a hit in one of these screens.

For CC(C)(C)C(=O)N1CCN(c2ccc3c(c2)C2CC3CCN2C(=O)OCc2ccccc2)CC1 (stereo not given) the results were KB-3-1 tox 0%, D3 ag 6, IL-1B inflam inh 10, HT1080-NT tox 20%, HEK293 tox 1%, HT1080 IDH1KD tx 5% and KB-V1 MDR tox 0%.
Screening O=C(NCCCn1ccnc1)c1cc2cc([N+](=O)[O-])ccc2oc1=O returned KB-3-1 tox 9%, D3 ag -13, IL-1B inflam inh 16, HT1080-NT tox 3%, SW480 rereplic -2%, HEK293 tox -23%, HT1080 IDH1KD tx 18%, KB-V1 MDR tox 11% and MCF10A rerep -4%.
Screening Cc1csc2nc(O)c(C(=O)NCC3CCCO3)c(=O)n12 (stereo not given) returned KB-3-1 tox -1%, D3 ag -10, IL-1B inflam inh 33, HT1080-NT tox -19%, SW480 rereplic -365%[inhibitor], HEK293 tox 3%, HT1080 IDH1KD tx -11%, KB-V1 MDR tox inconclusive and MCF10A rerep 2%.
For O=c1c2c(O)cc(O)cc2oc2ccc(O)c(O[C@@H]3O[C@H](CO)[C@@H](O)[C@H](O)[C@H]3O[C@H]3O[C@H](CO)[C@@H](O)[C@H](O)[C@H]3O)c12 the results were KB-3-1 tox 0%, D3 ag -24, IL-1B inflam inh -6, HT1080-NT tox 1%, SW480 rereplic -25%, HEK293 tox 3%, HT1080 IDH1KD tx -3%, KB-V1 MDR tox 1% and MCF10A rerep -6%.
`COc1ccccc1C(=O)NCCC(=O)NN1C(=O)NC2(CCCCC2)C1=O` gave KB-3-1 tox 7%, D3 ag 5, IL-1B inflam inh 6, HT1080-NT tox 2%, SW480 rereplic -1%, HEK293 tox -6%, HT1080 IDH1KD tx 12%, KB-V1 MDR tox 0% and MCF10A rerep 4%.
For CCOC(=O)c1cnn2c(N)c(C#N)nnc12 the results were KB-3-1 tox 2%, D3 ag -8, IL-1B inflam inh -4, HT1080-NT tox 5%, SW480 rereplic -6%, HEK293 tox -21%, HT1080 IDH1KD tx 19%, KB-V1 MDR tox 2% and MCF10A rerep 19%.
CCOc1ccc(NC(=O)C2=NN(c3ccccc3)C(=O)CC2)cc1S(=O)(=O)N1CCCCC1 was read as KB-3-1 tox -24%, D3 ag 4, IL-1B inflam inh -10, HT1080-NT tox -12%, SW480 rereplic -3%, HEK293 tox -8%, HT1080 IDH1KD tx 0%, KB-V1 MDR tox 13% and MCF10A rerep 0%.
Screening Cc1ccc(S(=O)(=O)N2CCN(C(=O)n3ccnc3)CC2)cc1 returned KB-3-1 tox 10%, D3 ag 19, IL-1B inflam inh -15, HT1080-NT tox -4%[9.24 µM], SW480 rereplic 1%, HEK293 tox 3%, HT1080 IDH1KD tx 2%, KB-V1 MDR tox -4% and MCF10A rerep 17%.
`O=C(NCCCN1CCN(c2ccccc2F)CC1)C1CCN(S(=O)(=O)c2cccs2)CC1` gave KB-3-1 tox 5%, D3 ag 0, IL-1B inflam inh 10, HT1080-NT tox 2%, SW480 rereplic 2%, HEK293 tox -13%, HT1080 IDH1KD tx -21%, KB-V1 MDR tox 0% and MCF10A rerep -2%.
Screening O=C(NCCCc1nc2ccccc2[nH]1)c1cccs1 returned KB-3-1 tox 11%, D3 ag -10, IL-1B inflam inh 9, HT1080-NT tox 14%, SW480 rereplic -9%, HEK293 tox -14%, HT1080 IDH1KD tx 3%, KB-V1 MDR tox -2% and MCF10A rerep -1%.
O=C(Cc1ccccc1)NCCS(=O)c1ccc(Cl)cc1 (stereo not given) was read as KB-3-1 tox 4%, D3 ag -2, IL-1B inflam inh 18, HT1080-NT tox -1%, SW480 rereplic 3%, HEK293 tox 11%, HT1080 IDH1KD tx 2%, KB-V1 MDR tox 0% and MCF10A rerep -4%.
For O=C1NC[C@@H](CCCCN2C[C@H](Cc3ccc(O)cc3)N(Cc3ccccc3)C(=O)C2=O)N(Cc2ccccc2)C1=O the results were KB-3-1 tox 3%, D3 ag 2, IL-1B inflam inh -1, HT1080-NT tox 18%, HEK293 tox 2%, HT1080 IDH1KD tx 14% and KB-V1 MDR tox 0%.
For CCOC(=O)C1=C(C)NC(=O)NC1c1cc(Br)c(O)c(OC)c1 (stereo not given) the results were KB-3-1 tox 3%, D3 ag 2, IL-1B inflam inh -1, HT1080-NT tox -4%, SW480 rereplic 2%, HEK293 tox -8%, HT1080 IDH1KD tx -4%, KB-V1 MDR tox 30% and MCF10A rerep 15%.
Screening O=C(NC(=S)NNC(=O)c1ccccc1O)c1cccc([N+](=O)[O-])c1 returned KB-3-1 tox inconclusive, D3 ag 43*, IL-1B inflam inh 6, HT1080-NT tox -13%, SW480 rereplic -76%[inhibitor], HEK293 tox -19%, HT1080 IDH1KD tx 1%, KB-V1 MDR tox -11% and MCF10A rerep 3%.
For O=C(NCCNC(=O)c1cc(OCC(F)(F)F)ccc1OCC(F)(F)F)Nc1ccc(Cl)cc1 the results were KB-3-1 tox 26%, D3 ag 10, IL-1B inflam inh -6, HT1080-NT tox 4%, SW480 rereplic -3%, HEK293 tox 5%, HT1080 IDH1KD tx -3%, KB-V1 MDR tox 12% and MCF10A rerep -4%.
Screening COC(=O)c1c(-c2ccc(N(C)C)cc2)oc2c1C(OC)CCC2 (stereo not given) returned KB-3-1 tox inconclusive, D3 ag 1, IL-1B inflam inh -10, HT1080-NT tox -10%, HEK293 tox 8%, HT1080 IDH1KD tx -25% and KB-V1 MDR tox 0%.
Screening CCn1c(O)c(/C=N/N=C/c2ccccc2)c2ccc(C3=NNC(=O)CC3)cc21 returned KB-3-1 tox inconclusive, D3 ag 7, IL-1B inflam inh inconclusive, HT1080-NT tox -11%, SW480 rereplic 20%, HEK293 tox 60%[activator], HT1080 IDH1KD tx inconclusive, KB-V1 MDR tox inconclusive and MCF10A rerep 16µM*.
Screening O=C(NCc1ccc2c(c1)OCO2)c1nnc(Cc2ccc(F)cc2)o1 returned KB-3-1 tox 2%, D3 ag -4, IL-1B inflam inh -2, HT1080-NT tox 0%, SW480 rereplic -13%, HEK293 tox 2%, HT1080 IDH1KD tx 1%, KB-V1 MDR tox -1% and MCF10A rerep -2%.
For CC(=O)c1oc2ccccc2c1NC(=O)CCCN1C(=O)c2ccccc2C1=O the results were KB-3-1 tox 11%, D3 ag 11, IL-1B inflam inh 26, HT1080-NT tox -2%, SW480 rereplic -11%, HEK293 tox 2%, HT1080 IDH1KD tx 13%, KB-V1 MDR tox -4% and MCF10A rerep 10%.
COc1cccc(OCc2cc(C(=O)N3CCN(c4ccccc4OC)CC3)no2)c1 was read as KB-3-1 tox -11%, D3 ag -19, IL-1B inflam inh 3, HT1080-NT tox -7%, SW480 rereplic 3%, HEK293 tox 7%, HT1080 IDH1KD tx -2%, KB-V1 MDR tox -26% and MCF10A rerep 15%.
CCc1ccc(C(=O)NNC(=O)CCc2nc3ccccc3c(=O)[nH]2)cc1 was read as KB-3-1 tox 3%, D3 ag -4, IL-1B inflam inh 12, HT1080-NT tox -7%, SW480 rereplic -56%[inhibitor], HEK293 tox 1%, HT1080 IDH1KD tx 0%, KB-V1 MDR tox -5% and MCF10A rerep -1%.
Screening CCCCCn1c(SCC#N)nc2cc(C(=O)NCC3CCCO3)ccc2c1=O (stereo not given) returned KB-3-1 tox 0%, D3 ag 17, IL-1B inflam inh 0, HT1080-NT tox -1%, SW480 rereplic -1%, HEK293 tox -3%, HT1080 IDH1KD tx 0%, KB-V1 MDR tox -9% and MCF10A rerep inconclusive.
`Cc1ccc(SCC(=O)OCC(=O)N(CCC#N)c2ccccc2)cc1` gave KB-3-1 tox 6%, D3 ag 2, IL-1B inflam inh 37, HT1080-NT tox -2%[9.24 µM], SW480 rereplic -8%, HEK293 tox -8%, HT1080 IDH1KD tx -2%, KB-V1 MDR tox inconclusive and MCF10A rerep -2%.
`Cc1ccc2nc3c(cc(C(=O)NCc4ccco4)c(=N)n3C(C)C)c(=O)n2c1` gave KB-3-1 tox -2%, D3 ag 3, HEK293 tox 17% and KB-V1 MDR tox -3%.
CC(NS(=O)(=O)c1ccc2c(c1)OCCO2)c1ccccc1 (stereo not given) was read as KB-3-1 tox -4%, D3 ag 7, IL-1B inflam inh 8, HT1080-NT tox 9%, SW480 rereplic 6%, HEK293 tox -3%, HT1080 IDH1KD tx 3%, KB-V1 MDR tox 2% and MCF10A rerep -1%.
`COC(=O)c1ccc(OCC(O)CN2CCC(C)CC2)cc1` (stereo not given) gave KB-3-1 tox 5%, D3 ag -13, IL-1B inflam inh 4, HT1080-NT tox 0%, SW480 rereplic -1%, HEK293 tox -15%, HT1080 IDH1KD tx 3%, KB-V1 MDR tox 12% and MCF10A rerep -4%.
